Screening data: PubChem, several laboratories
procasp7 counter = activates human procaspase-7, counter-screen for procaspase-3 activators; P55210; recombinant procaspase-7, Ac-DEVD-pNA absorbance 405 nm; D23A/D198A/D206A triple mutant, cannot self-cleave; scale: DMSO 0, 5 µM enzyme 100; activation, % at 8.5 µM; 0.093% of 330,000 active; AID 463210;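 active = percent activation above the screen-wide mean plus 3 SD, cut at about 25% in these data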
Target sequence (P55210 whole entry D23A/D198A/D206A): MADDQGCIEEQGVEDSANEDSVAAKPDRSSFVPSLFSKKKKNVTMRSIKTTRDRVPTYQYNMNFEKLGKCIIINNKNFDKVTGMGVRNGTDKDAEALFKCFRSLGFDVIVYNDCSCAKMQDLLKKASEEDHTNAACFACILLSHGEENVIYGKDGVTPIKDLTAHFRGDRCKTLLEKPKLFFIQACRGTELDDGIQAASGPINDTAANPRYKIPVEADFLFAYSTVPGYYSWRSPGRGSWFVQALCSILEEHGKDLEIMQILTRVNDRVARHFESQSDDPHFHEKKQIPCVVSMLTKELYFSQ
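Detection: p-Nitroaniline absorbance at 405 nm, read at 0 and 120 min; system: Uncleavable procaspase-7 mutant enzyme; evaluation: % activation from two-timepoint absorbance difference, scaled to controls; times: 1 h enzyme–compound preincubation and 2 h substrate reaction, both 25 °C; buffer or medium: Zinc-free HEPES pH 7.4 with 300 mM NaCl, 0.01% Triton X-100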
PP1 inh = blocks human PP1-alpha phosphatase, a PP5 counter-screen | P62136 | purified PP1alpha, OMFP fluorescence | inhibition, % at 6.7 µM | 0.9% of 320,000 active;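 active = inhibition above the mean inhibition of all tested compounds plus 3 SD, computed separately for each screening campaign, cut at about 15% in these data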
Target sequence (P62136 whole entry, looked up): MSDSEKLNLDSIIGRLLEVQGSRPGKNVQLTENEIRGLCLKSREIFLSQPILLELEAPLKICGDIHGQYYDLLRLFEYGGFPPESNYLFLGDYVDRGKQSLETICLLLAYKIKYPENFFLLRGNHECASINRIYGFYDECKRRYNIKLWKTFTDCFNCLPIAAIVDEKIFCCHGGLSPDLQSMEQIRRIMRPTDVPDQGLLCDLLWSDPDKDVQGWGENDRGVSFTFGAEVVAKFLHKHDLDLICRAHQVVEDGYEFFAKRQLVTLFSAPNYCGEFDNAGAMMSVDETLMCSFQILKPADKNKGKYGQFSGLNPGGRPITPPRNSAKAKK
HCV core dimer = HCV core protein dimerization inhibition; TR-FRET GST/Flag-core106 dimerization, 1536-well; inhibition, % at 5 µM; 0.33% of 300,000 active; AID 1899;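 active = inhibition above the mean of all tested compounds plus 3 SD, set per screening campaign, cut at about 45% in these data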
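System – GST-tagged and Flag-tagged HCV core protein residues 1-106 · Repeats – one well for each compound · Technique – TR-FRET 671 and 617 nm emission · Doses – one concentration, 5 µM, in 0.5% DMSO · Times – 4 h, 22.5 °C incubation · Also added – Eu donor and XL665 acceptor anti-tag antibodies · Measure – percent inhibition of core106 dimerization signal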
Efflux pump mplx = antifungal efflux pump inhibition, Nile Red retention; S. cerevisiae Candida pump triplex; 0.44% of 330,000 active; AID 485275; inhibition, % at 10 µM;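 active = plate passing quality check with inhibition over a set limit, or well fluorescence over plate mean plus 4 SD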;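 also: Nile Red retained in pooled yeast measured as flow cytometry median fluorescence; 0% = buffer negative control and 100% = Enniatin B positive control; higher means more Nile Red kept so more efflux inhibition; some compounds called inactive have numbers as strong as hits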
CTSL1 counter = blocks F. hepatica cathepsin L1 in PFM18AAP counter-screen; recombinant F. hepatica cathepsin L1, Z-Leu-Arg-MCA fluorescence; inhibition, % at 5.96 µM; 0.49% of 300,000 active; AID 1906;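 active = inhibition above the mean of all tested compounds plus 3 SD, set per screening campaign, cut at about 17% in these data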;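 also: 0% = plate median of test compound wells and 100% = 1 µM Z-Phe-Ala-diazomethylketone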
PP5 primary = inhibitors of human protein phosphatase 5 (PP5) | AID 1987 | P53041 | purified PP5c, OMFP substrate fluorescence | 0.18% of 320,000 active | inhibition, % at 6.7 µM;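 active = inhibition above the campaign's mean inhibition across all tested compounds plus 3 SD, cut at about 9.5% in these data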;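 also: 0% = DMSO only and 100% = 100 µM cantharidin control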
TPT1 inhibitor = inhibitors of Candida albicans tRNA 2'-phosphotransferase TPT1; 0.81% of 300,000 active; AID 1962; recombinant caTPT1, FP RNA substrate dephosphorylation; inhibition, % at 5 µM;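 active = inhibition above the mean of all tested compounds plus 3 SD, set per screening campaign, cut at about 24% in these data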;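 also: plate controls were DMSO alone for no effect and ferristatin control at 100 nM for full effect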
JMJD2C inh = inhibitors of human GASC-1 (JMJD2C) demethylase; Q9H3R0; GST-JMJD2C(1-420) H3K9me3 demethylation, DELFIA europium; inhibition, % at 2.35 µM; 0.069% of 330,000 active; AID 2099;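 active = more than half of a compound's replicate wells show inhibition beyond 50%, single wells judged on their own value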;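 also: signal counts dimethyl H3K9 product captured on neutravidin plate; 0% = median of DMSO wells and 100% = 0.3 times that DMSO median; strong numbers were not always called active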
proCasp3 act = activators of human procaspase-3; P42574; recombinant procaspase-3 D3A, Ac-DEVD-pNA absorbance 405 nm; activation, % at 8.5 µM; 0.11% of 330,000 active; AID 463141;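 active = activation above the mean of all tested compounds plus 3 SD, cut at about 21% in these data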;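 also: 0% = DMSO alone and 100% = DMSO wells spiked with extra 5 µM PC-3 D3A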
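Test system: Procaspase-3 D3A mutant; medium: Zinc-free HEPES/NaCl buffer with 0.01% Triton X-100 at pH 7.4; reagent: DEVD-pNA substrate; doses: one concentration, 8.5 µM nominal, 0.8% DMSO; times: 1 h preincubation plus 2 h reaction at 25 °C; signal: Epi-absorbance at 405 nm of released p-nitroaniline, 0 and 120 min; replicates: singlicate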
The depositor's hits bear a star; nt = no result given.

1	O=C(CN(Cc1cccs1)C(=O)CNS(=O)(=O)c1ccc(Cl)cc1)NCC1CCCO1 (stereo not given)
2	Cc1nc2ccccc2c2c1C(=O)N(C)C2=O
3	Cc1ccc(-n2c(N)c(C(=O)N3CCOCC3)sc2=S)c(C)c1
4	CCCCOc1ccc(C2(C)NC(=O)NC2=O)cc1 (stereo not given)
5	COC(=O)c1ccccc1NC(=O)c1cc2nc(C3CC3)cc(C(F)(F)F)n2n1
6	O=C(COC(=O)c1cccnc1Cl)NCCc1ccccc1
7	COc1ccc2c(c1)C(=NN)c1cc(OC)ccc1-2
8	NCCNc1ccc([N+](=O)[O-])cc1

Assay by compound,1,2,3,4,5,6,7,8
procasp7 counter,3,-2,-14,-4,-1,5,2,4
PP1 inh,-4,-3,-1,2,0,-4,1,0
HCV core dimer,2,-1,-1,-3,2,nt,-14,-5
Efflux pump mplx,-0.2,0.0,0.2,0.2,-0.5,-0.3,0.1,-0.1
CTSL1 counter,0,3,4,3,2,nt,1,0
PP5 primary,1.3,2.3,1.3,-1.2,0.5,-1.9,1.6,-0.3
TPT1 inhibitor,-1,3,3,0,2,nt,-3,-1
JMJD2C inh,8,-9,-1,6,5,1,0,2
proCasp3 act,-2,-2,-9,-1,1,-3,0,-2

9	CCOc1ccccc1NC(=O)CSc1ccc(-c2sc(C)nc2C)nn1
10	CCOC(=O)C1(CCOC)CCN(C(=O)c2ccccc2-c2cccc(C)c2)CC1
11	CNC(=O)/C(C#N)=C/c1c(N2CC(C)OC(C)C2)nc2ccccn2c1=O (stereo not given)
12	O=C(NCCc1c[nH]c2ccccc12)C(F)(F)F
13	Cc1cccc(C)c1NC(=O)C1c2ccccc2Oc2ccccc21
14	CSc1sccc1/C=N/NC(=O)c1ccncc1
15	CC(=O)Nc1ccc(Nc2nnc(-c3ccc(C)c(S(=O)(=O)NCC4CCCO4)c3)c3ccccc23)cc1 (stereo not given)
16	COc1ccc(CCNCc2cc3ccc(C)cc3[nH]c2=O)cc1OC

Assay by compound,9,10,11,12,13,14,15,16
procasp7 counter,4,9,-8,3,0,-5,6,6
PP1 inh,-5,2,-2,-1,0,-2,1,-1
HCV core dimer,5,5,-1,-6,0,3,0,11
Efflux pump mplx,0.0,-0.1,-0.3,-0.2,0.3,0.0,0.1,0.1
CTSL1 counter,-1,4,0,2,0,7,0,2
PP5 primary,1.6,0.6,1.3,2.4,-2.0,-0.6,1.3,-1.5
TPT1 inhibitor,0,-1,-3,0,6,-1,2,0
JMJD2C inh,9,-1,6,-6,1,-29,-1,-1
proCasp3 act,2,4,-7,4,4,13,1,7

Entries from the list above that have a Cl atom, in the order listed:
1	O=C(CN(Cc1cccs1)C(=O)CNS(=O)(=O)c1ccc(Cl)cc1)NCC1CCCO1 (stereo not given)
6	O=C(COC(=O)c1cccnc1Cl)NCCc1ccccc1

Assay by compound,1,6
procasp7 counter,3,5
PP1 inh,-4,-4
HCV core dimer,2,nt
Efflux pump mplx,-0.2,-0.3
CTSL1 counter,0,nt
PP5 primary,1.3,-1.9
TPT1 inhibitor,-1,nt
JMJD2C inh,8,1
proCasp3 act,-2,-3

Following part:
17	COC(=O)c1c(NC(=O)CN(C)CC(=O)Nc2ccc(C)cc2)sc2c1CCC(C)C2 (stereo not given)
18	COc1ccc(Cl)cc1NC(=O)CN(C)C(=O)c1ccc(COc2ccccc2)cc1
19	CC1=C/C(=C\c2ccc(Br)o2)C(=O)O1
20	CC(C)(C)SCCNC(=O)/C=C/c1ccccc1
21	O=C(Nc1ccccc1)Nc1nc(-c2ccc(Cl)cc2)cs1
22	O=C1CN(C(=O)CSc2nnc(C3CC3)n2-c2ccccc2)c2ccccc2N1
23	CCc1ccc(OCC(=O)Nc2ccncc2)c(Br)c1
24	COc1cccc(CNCCNC(=O)c2ccco2)c1OC

Assay by compound,17,18,19,20,21,22,23,24
procasp7 counter,15,2,-12,3,1,-7,3,7
PP1 inh,-3,-6,0,-3,-2,-1,1,0
HCV core dimer,nt,1,12,-1,16,2,-6,-2
Efflux pump mplx,0.0,0.0,0.4,0.1,1.5,-0.1,0.2,-0.1
CTSL1 counter,nt,3,-4,5,-2,-2,0,0
PP5 primary,1.9,3.1,2.3,0.8,-0.2,-0.5,2.7,1.8
TPT1 inhibitor,nt,2,6,2,0,-1,-2,-4
JMJD2C inh,12,-41,-1,-2,-3,138,-353,-8
proCasp3 act,2,5,-5,12,-4,0,3,3

Fetched by compound from the entries so far:
19	CC1=C/C(=C\c2ccc(Br)o2)C(=O)O1
20	CC(C)(C)SCCNC(=O)/C=C/c1ccccc1
23	CCc1ccc(OCC(=O)Nc2ccncc2)c(Br)c1
17	COC(=O)c1c(NC(=O)CN(C)CC(=O)Nc2ccc(C)cc2)sc2c1CCC(C)C2 (stereo not given)

Assay by compound,19,20,23,17
procasp7 counter,-12,3,3,15
PP1 inh,0,-3,1,-3
HCV core dimer,12,-1,-6,nt
Efflux pump mplx,0.4,0.1,0.2,0.0
CTSL1 counter,-4,5,0,nt
PP5 primary,2.3,0.8,2.7,1.9
TPT1 inhibitor,6,2,-2,nt
JMJD2C inh,-1,-2,-353,12
proCasp3 act,-5,12,3,2

Following part.
25	Cc1ccccc1Cn1ccc(=NCc2ccccc2)cc1
26	CN(C)CCn1c2ccccc2c2nc3ccc([N+](=O)[O-])cc3cc21
27	O=C(NNc1nc(-c2ccccc2)c2cc(Br)ccc2n1)c1ccc(S(=O)(=O)N2CCCCC2)cc1
28	Cc1ccc(OC2=NS(=O)(=O)c3ccccc32)cc1
29	CCOC(=O)Cc1csc(NC(=O)CCCC(=O)O)n1

Assay by compound,25,26,27,28,29
procasp7 counter,5,0,-5,1,-1
PP1 inh,-3,-1,13,1,1
HCV core dimer,0,-1,34,1,-3
Efflux pump mplx,-0.1,0.0,0.3,0.1,0.1
CTSL1 counter,0,0,-1,-4,-7
PP5 primary,0.9,0.9,4.4,0.0,1.1
TPT1 inhibitor,-2,0,-1,-1,-1
JMJD2C inh,0,-11,-1,-2,6
proCasp3 act,-15,11,2,7,-6
